High-throughput results as filed in PubChem BioAssay.
KB-V1 cytotox: qHTS assay for MDR1-selective chemotherapeutics: Primary screen using the drug-selected MDR subline cells KB-V1 | KB-V1 MDR cells viability, CellTiter-Glo, 72 h | Potency, µM (doses to about 46.1 µM), for inactives: at the top dose activity change, negative = cytotoxicity, hits mostly cytotoxic | hit rate 3.4% among 400,000 | AID 1347076, 2019; note: nearly all actives have a fitted effect of over 60% in size
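Compound-treated KB-V1 multidrug-resistant cells, 72 h, 37 degrees C; viability by CellTiter-Glo. Fitted qHTS curves give the values.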
KB-3-1 tox: qHTS assay for MDR1-selective chemotherapeutics: Primary screen using the parental adenocarcinoma cell KB-3-1. Potency, µM (doses to about 46.1 µM), for the others: at the top dose activity change, negative = cytotoxic, most hits filed as cytotoxic. AID 1347075, 2019. KB-3-1 viability, CellTiter-Glo ATP luminescence, 72 h. hit rate 1.4% among 400,000; note: nearly all actives have a fitted effect of over 60% in size
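72 h, 37 °C compound treatment of KB-3-1 parental cells; CellTiter-Glo added, 10 min, luminescence read. Data corrected against DMSO-only plates and normalized before curve fitting.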
ATXN2 expr inh: Primary qHTS for Inhibitors of ATXN expression. HEK-293 ATXN2-luciferase reporter, luminescence, 24 h. Potency, µM (top dose mostly 57 µM), inactives show top-dose activity change, negative = inhibition, usual class: inhibitors. hit rate 0.72% among 360,000. AID 1745845, 2022; note: nearly all actives have a fitted effect of over 55% in size
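qHTS (up to 57 uM final) was run with 24 h compound exposure of reporter cells at 37 °C. Each well was multiplexed: SteadyGlo luminescence measured ATXN2-luciferase expression after a fluorogenic Gly-Phe-AFC viability readout (25 uM final).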
Active calls of the source: *; ? = inconclusive; [ ] = remark or other dose. Calls come from the whole dose curve; as a rule, active = well fitted curve in the direction sought with a large enough effect; inconclusive = small, poorly fitted or top-dose-only effect, or another doubt; inactive = no such curve, though single readings can be large; an effect the other way counts as inactive or inconclusive. % is set by controls: 0 for no effect and ±100 for the full control effect; potency is the fitted concentration of half-maximal effect.

SMILES	KB-V1 cytotox	KB-3-1 tox	ATXN2 expr inh
COc1ccc(N2CC3=C(C2=O)C(c2ccc(Br)cc2)NC(=O)N3C)cc1 (stereo not given)	26µM*	-2%	-12%
Cc1ccc(-n2ccnc(NCc3ccccc3)c2=O)cc1C	1%	?	3%
Cc1ccc(-n2ncc3c(N4CCN(C)CC4)ncnc32)cc1	9%	-3%	?
COc1ccccc1NC(=O)C1=C(C)Nc2nc(SCc3ccccc3)nn2C1c1ccccn1 (stereo not given)	-1%	-15%	1%
CCOC(=O)c1ccc(N2C(=O)c3n[nH]c(C)c3C2c2ccc(OCC)cc2)cc1 (stereo not given)	?	23µM*	?
Cc1ccc(NC(=O)C2CCN(C(=O)c3cnn(-c4ccccc4)c3-n3cccc3)CC2)cc1	-13%	?	-17%
COc1ccc2nc(NC(=O)c3cc(=O)c4ccccc4o3)sc2c1	0%	10%	31%[activator]
CCc1cccc(C)c1Nc1c(-c2ccc(N3CCOCC3)cc2)nc2ncccn12	-5%	5%	6%
CCOC(=O)c1c(C)[nH]c(C)c1S(=O)(=O)NCC(=O)N1CCN(c2ccccc2OC)CC1	19%	-9%	-1%
COCCNC(=O)C1CCN(S(=O)(=O)c2ccc3c(c2)CCCN3C(C)=O)CC1	?	7%	13%
CC1=C(C(=O)Nc2ccc(Cl)cc2)C(CC(C)C)n2nc(SCc3ccccc3C)nc2N1 (stereo not given)	-4%	7%	2%
Cc1ccc(OCC(=O)Nc2nonc2-c2ccc(Br)cc2)cc1C	12%	2%	-25%
CC(C)(C)C1CCc2nc(NC(=O)Cc3ccccc3)sc2C1 (stereo not given)	-5%	4%	17%
Cc1cccc(CSc2nc(-c3cccc(C)c3)nc3c2Cc2c(CO)cnc(C)c2O3)c1	2%	-1%	13%
Cc1ccc(Cl)cc1NC(=O)NCc1cccn1Cc1ccc(F)cc1	-28%	18%	2%
COc1ccc(-n2nc(C(=O)NCCc3ccc(Cl)cc3)c3c4ccccc4n(C)c3c2=O)cc1	3%	-6%	-14%
COc1ccc(-c2nnn3c2nc(N2CCCC(C)C2)c2ccccc23)cc1 (stereo not given)	?	0%	4%
Cc1ccc(-n2c(=O)[nH]c3sc4c(c3c2=O)CCNC4)cc1C	0%	6%	-1%
COc1ccc(-c2cc(-c3ccccc3)c(C#N)c(SCC(O)CS(=O)(=O)Cc3ccccc3)n2)cc1 (stereo not given)	0%	-1%	-14%
Cc1ccc(OCC(=O)Nc2ccc(OCc3cc(=O)n4ccsc4n3)cc2)cc1C	12%	0%	-4%
CCCSc1oc(-c2cccs2)nc1S(=O)(=O)c1ccc(C)cc1	-26%	6%	-8%
COc1ccc(NC(=O)CSC2=Nc3ccccc3C3=NC(CC(=O)NCc4ccc5c(c4)OCO5)C(=O)N23)cc1 (stereo not given)	3%	7%	19%
Cc1ccc(C)c(N2CCN(C(=O)C3CCCN(S(=O)(=O)c4ccc5c(c4)oc(=O)n5C)C3)CC2)c1 (stereo not given)	-3%	-24%	-2%
O=C(COc1ccc(F)cc1)Nc1ccccc1C(=O)OCc1cc(=O)n2nc(C3CC3)sc2n1	-3%	7%	15%
COc1ccccc1N1CCN(c2ccc(=O)n(CC(=O)NCc3ccc(F)cc3)n2)CC1	-1%	-1%	-11%
Cc1cn(S(=O)(=O)c2ccc(F)c(Cl)c2)cn1	0%	10%	0%
Cc1ccc(Nc2ncc(C(=O)N3CCN(c4cccc(Cl)c4)CC3)c3ccccc23)cc1Cl	-5%	0%	6%
Cc1cccc(NC(=O)CN(C)S(=O)(=O)c2ccc3c(c2)c(=O)n(C)c(=O)n3C)c1	-2%	-1%	-18%
COCCNC(=O)Cn1c(-c2cccs2)cc2cc(Cl)ccc21	0%	6%	-10%
Cc1ccc(C(c2sc3nc(-c4ccco4)nn3c2O)N2CCOCC2)cc1 (stereo not given)	23%	-1%	8%
CC1=C(C(N)=O)C(c2cccc(O)c2)n2ncnc2N1 (stereo not given)	?	2%	2%
COc1ccc(OC)c(NC(=O)N(C)CCc2c(C)nn(C)c2C)c1	-9%	1%	7%
CCc1cccc(NC(=O)C2CCN(S(=O)(=O)c3cccc(-c4noc(C)n4)c3)CC2)c1	-12%	-4%	-37%
COc1ccc(NC(=O)CC2C(=O)N(c3ccc(C)cc3)C(=O)N2Cc2ccc3c(c2)OCO3)cc1 (stereo not given)	8%	-10%	-5%
COc1ccc(Cl)cc1NC(=O)Cn1cc2c(n1)CCC(C)C2 (stereo not given)	-16%	-3%	1%
CSc1nc(NCCOC(C)=O)c(C#N)c(-c2ccc(C(C)(C)C)cc2)n1	7%	3%	10%
O=C1COc2cc(S(=O)(=O)CCC(=O)NC3CCCCC3)c(Cl)cc2N1	-5%	18%	-6%
COc1ccc(C2CC(=O)c3cc(-c4nc(-c5cccc([N+](=O)[O-])c5)cs4)c(=O)n(-c4ccccc4)c3C2)cc1 (stereo not given)	3%	1%	11%
COc1ccc(N2C(=O)C(CC(=O)Nc3ccccc3)N(CCC3=CCCCC3)C2=O)cc1 (stereo not given)	8%	2%	6%
O=C(c1ccc2c(c1)CCN2S(=O)(=O)c1ccccc1)N1CCN(c2cccc(Cl)c2)CC1	-6%	-12%	-13%
CCOC(=O)c1ccc(NS(=O)(=O)c2ccc3c(c2)OCCO3)cc1	1%	3%	-7%
COc1cc(OC)c(NC(=O)c2cnn(-c3ccccc3)c2-n2cccc2)cc1Cl	-1%	4%	-1%
O=C(Nc1ccc(F)cc1F)c1ccc(CN2CC(=O)N3CCCCC3C2=O)cc1 (stereo not given)	-13%	1%	-10%
Cc1ccc(S(=O)(=O)C(CNC(=O)c2c(F)cccc2F)c2ccco2)cc1 (stereo not given)	8%	-1%	5%
COc1cccc(CNC(=O)CCn2cccn2)c1	17%	18%	12%
Cc1ccc(C)c(NC(=O)c2cnn(-c3ccc(F)cc3F)c2C2CCNCC2)c1	1%	6%	-24%
CC(=O)Nc1ccc(NC(=O)Cn2c(=O)ccc3cc(S(=O)(=O)N4CCC(C)CC4)ccc32)cc1	?	-13%	9%
COC(=O)c1cc(S(=O)(=O)N2CCN(c3cccc(C)c3)C(C)C2)cn1C (stereo not given)	-2%	-8%	-18%
Cc1cccc(-c2nc(C)c(CCNC(=O)C(=O)Nc3ccccc3C#N)s2)c1	?	2%	-17%
Cc1cccc(N2CCN(C(=O)Cn3ncc4c3-c3cc(C)ccc3OC4)CC2C)c1 (stereo not given)	0%	4%	?
CCOc1ccc(NC(=O)c2oc3ccccc3c2NC(=O)Cc2ccc(F)cc2)cc1	9%	12%	-3%
COc1ccc(-n2c(SCC(=O)Nc3cc(C)cc(C)c3)nc3c(oc4ccccc43)c2=O)cc1	8%	-5%	1%
Cc1cccc(NS(=O)(=O)c2ccc3c(c2)CCCN3C(=O)C2CCC2)c1C	-13%	-10%	?
CC1(C)CC(=O)c2cc(-c3nc(-c4ccc(Cl)cc4)cs3)c(=O)n(-c3ccc(F)cc3)c2C1	15%	-2%	2%
CCOc1ccc(-n2cc(C(=O)Nc3ccccc3OCC)c3cc(OC)c(OC)cc3c2=O)cc1	10%	3%	-1%
COc1ccc(NC(=O)C2CCN(C3=NS(=O)(=O)C(c4ccc(C)c(C)c4)=C3C)CC2)c(OC)c1	-8%	-7%	-15%
Cc1ccc(CCNC(=O)C(NS(=O)(=O)c2ccc3c(c2)oc(=O)n3C)C(C)C)cc1 (stereo not given)	3%	-2%	1%
COc1cc(C2Nc3ccccc3-c3nnc(SCc4ccc(C)cc4)nc3O2)cc(OC)c1O (stereo not given)	15%	16%	-25%
Cc1nc2sc(C(=O)NCc3ccc(Cl)cc3)c(NC(=O)c3ccccc3)c2c(C)c1C	9%	-2%	3%
Cc1ccc(-n2nc(C(=O)N3CCN(c4cccc(C(F)(F)F)c4)CC3)c3c4ccccc4n(C)c3c2=O)cc1	25%	10%	-4%
(next part)
SMILES	KB-V1 cytotox	KB-3-1 tox	ATXN2 expr inh
CCOc1ccc(CCNC(=O)CSc2nnnn2-c2ccccc2)cc1OCC	?	?	2%
COc1ccc(C(c2c(C)n(C)n(-c3ccccc3)c2=O)c2c(C)n(C)n(-c3ccccc3)c2=O)cc1O	2%	?	-3%
Cc1cccc(N2CCN(C(=O)c3cnc4c(C)cccn4c3=O)CC2C)c1 (stereo not given)	-20%	4%	4%
CCOC(=O)C1(C)C=C(Nc2ccc(Br)cc2)C(=O)N1c1ccccc1 (stereo not given)	?	17%	10%
COc1ccc(-n2c(Cc3ccccc3)nnc2SCc2nc(-c3cccs3)no2)cc1	-20%	9%	?
COc1ccc(OC)c(NC(=O)c2c(NCc3ccc(OC)c(OC)c3)sc3c2CCC3)c1	21%	-3%	?
COc1ccc(-c2noc(CSc3nnc(Cc4ccccc4)n3-c3ccccc3)n2)cc1OC	-14%	0%	-25%
COc1cccc(CNCCSc2nnnn2C)c1OCc1ccccc1Cl	-13%	?	16%
COc1ccc(-c2nc(C)c(CCNC(=O)c3cccs3)s2)cc1OC	?	20%	23%
COc1ccccc1-c1nnc(C2CCN(C(=O)c3ccc(C)cc3)CC2)o1	15%	4%	11%
O=C(COc1ccc(Cl)cc1)Nc1cc(-c2ccccc2)no1	?	3%	12%
COc1ccccc1N1CCN(C(=O)c2cc3c(=O)n(Cc4cccs4)ccc3nc2C)CC1	-1%	-5%	-12%
CCCOc1ccc(C2c3c(-c4ccccc4O)n[nH]c3C(=O)N2Cc2cccnc2)cc1 (stereo not given)	-6%	5%	?
CSc1ccc(CCNC(=O)c2cnn(-c3ccccc3)c2-n2cccc2)cc1	-14%	-16%	8%
Cc1ccc(-c2nnc(Nc3ccc(Cl)c(Cl)c3)c3ccccc23)cc1S(=O)(=O)NCCO	?	-27%	?
CN(C)c1ccc(CNC(=O)CN2C(=O)CCn3nc(-c4cn(C)c5ccccc45)cc32)cc1	2%	-19%	-8%
Cc1csc2nc(-c3cccc(NC(=O)c4ccc(S(N)(=O)=O)cc4)c3)cn12	3%	-18%	0%
COc1cccc(NC(=O)Cn2c(=O)ccc3cc(S(=O)(=O)N4CCC(C)CC4)ccc32)c1	?	0%	-19%
COc1ccc(-c2cc(C(F)(F)F)n3nc(C)c(-c4ccccc4)c3n2)cc1OC	0%	-7%	7%
COc1ccccc1NC(=O)Cn1c(=O)n(CCc2ccccc2)c(=O)c2c3c(sc21)CN(C(C)=O)CC3	2%	1%	-23%
CCOc1cc(C#N)c(NC(=O)c2ccc(OC)c(S(=O)(=O)N3CCCC3)c2)cc1OCC	1%	-1%	-4%
COc1ccc(-c2c(C#N)c(SCC(=O)Nc3ccc(C)cc3)nc(C)c2C(=O)Nc2ccccc2)cc1	5%	10%	3%
COc1ccc(C2C(C(=O)Nc3ccccc3)=C(C)Nc3nc(-c4ccccc4Cl)nn32)cc1OC (stereo not given)	21%	2%	5%
COc1ccc(C(=O)c2sc3nc4c(c(C(F)(F)F)c3c2N)CN(C(C)=O)CC4)cc1OC	?	-7%	?
CCOC(=O)c1ccc(NC(=O)CCn2c(=O)c3cccn3c3cccnc32)cc1	-9%	-3%	-5%
CCOC(=O)c1c(NC(=O)c2nc(SCC)ncc2Cl)sc2c1CCCC2	22%	7%	-4%
COc1ccc(Cn2c(=O)c3cccnc3n(Cc3cccc(F)c3)c2=O)cc1	-13%	-3%	-6%
COc1ccc2c(c1)c1c(c(=O)n(Cc3ccccc3)c(=O)n1Cc1ccc(C)cc1)n2C	0%	-2%	7%

Only part of the results is shown; rates above refer to the full screens.
